RSV CPE inhibition: RSV antiviral activity via CPE protection, HEp-2 cells, primary 10 µM value included (AID 2391) | HEp-2 cells, RSV-induced CPE inhibition; higher % means a stronger effect | CPE inhibition, % at 10 µM, or IC50 in µM where a hit was titrated | 310,000 compounds, 0.13% hits; in the data active means a potency from the dose series; inconclusive means CPE inhibition mostly from about 23% at the one dose, without a potency; inactive means the rest, 99 in 100 with CPE inhibition below about 21%; further: strong numbers were not always called active
SV40 large T antigen: TAg ATPase/helicase activity blockers – biochemical (AID 1903). SV40 large T antigen ATPase/helicase inhibition assay; higher % means a stronger effect. one-dose inhibition, % at 20 µM; IC50 in µM for titrated hits. 310,000 compounds, 0.39% hits; in the data active means a potency from the dose series; inconclusive means inhibition mostly from about 32% at the one dose, without a potency; inactive means the rest, 99 in 100 with inhibition below about 32%; further: strong numbers were not always called active
West Nile virus CPE: inhibition of WNV-induced cytopathic effect – cell-based, CPE readout (AID 1621); West Nile virus-infected cells, CPE inhibition; higher % means a stronger effect; CPE inhibition, % at 10 µM, or IC50 in µM where a hit was titrated; 290,000 compounds, 0.02% hits; in the data active means a potency from the dose series; inconclusive means CPE inhibition mostly from about 3.7% at the one dose, without a potency; inactive means the rest, 99 in 100 with CPE inhibition below about 2.2%; further: strong numbers were not always called active
K1F lysis inhibition: inhibition of K1F phage lysis, E. coli UTI89, bacterial capsule biogenesis inhibitors, alamar blue (AID 488966) | E. coli UTI89 K1F phage lysis, alamar blue, 2 h; higher % means a stronger effect | inhibition, % at 100 µM, or IC50 in µM where a hit was titrated | 340,000 compounds, 0.02% hits;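 active means phage lysis inhibition, versus mean bacterial control, above a set limit; inconclusive means no clear call, values can overlap the other calls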;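 further: capsule biogenesis inhibitors block K1F phage lysis so surviving cells raise fluorescence; higher fluorescence means more inhibition of phage lysis; actives were called in the ten point dose series up to 300 µM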
Rac1 GTP hydrolysis: MgcRacGAP GTPase-activating activity inhibitors, confirmation, biochemical, ADP Hunter fluorescence | 340,000 compounds, 0.6% hits | MgcRacGAP-stimulated Rac1 GTP hydrolysis, ADP Hunter fluorescence; higher % means a stronger effect; GST-tagged Rac1 F28L mutant substrate | one-dose inhibition, % at 30 µM; IC50 in µM for titrated hits;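 active means first-screen hits whose inhibition reached a set limit at any dose in the follow-up dose series; inconclusive means inhibition above the set first-screen limit but never retested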;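 further: fluorescence reports GDP produced by GAP-driven GTP hydrolysis; strong numbers were not always called active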
Siah-1 displacement: Siah-1 peptide-binding antagonists, primary screen, biochemical, fluorescence polarization, rhodamine-plectin, uHTS (AID 1817); Siah-1 / rhodamine-plectin peptide fluorescence polarization; higher % means a stronger effect; displacement, % at 20 µM, or IC50 in µM where a hit was titrated; 290,000 compounds, 0.02% hits;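 active means displacement of at least 50% at 20 µM, with a fluorescence ratio check between 0.3 and a set limit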;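 further: plate controls were Siah plus tracer with DMSO for no effect and tracer alone without Siah for full effect; strong numbers were not always called active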
NTR1 agonist: NTR1-driven beta-arrestin-GFP spot formation – imaging, U2OS cells, high content, primary screen (AID 493036). P30989. agonist mode. activation, % at 20 µM. 330,000 compounds, 0.17% hits;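 active means activation at or above 40% of the spot to cytoplasm intensity ratio, with at least 20 cells analyzed; inconclusive means wells under 20 cells, flagged as cytotoxic or low count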;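 further: 0% = DMSO without peptide and 100% = 100 nM NTR1 peptide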
Target sequence (P30989 whole entry, looked up): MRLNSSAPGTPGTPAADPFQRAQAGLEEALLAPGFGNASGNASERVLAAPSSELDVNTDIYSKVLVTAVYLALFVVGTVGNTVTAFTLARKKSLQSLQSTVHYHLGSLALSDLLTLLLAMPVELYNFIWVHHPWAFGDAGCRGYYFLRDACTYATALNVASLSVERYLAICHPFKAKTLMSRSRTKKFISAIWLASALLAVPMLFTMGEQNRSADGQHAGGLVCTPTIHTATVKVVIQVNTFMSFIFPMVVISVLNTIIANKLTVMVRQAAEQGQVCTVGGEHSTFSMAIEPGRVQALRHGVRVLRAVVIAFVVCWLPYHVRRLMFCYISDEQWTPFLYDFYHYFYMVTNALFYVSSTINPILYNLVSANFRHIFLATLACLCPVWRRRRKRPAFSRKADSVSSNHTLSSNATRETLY
NS5 inhibitors: Dengue-2 NS5 methyltransferase inhibitors, primary screen, biochemical, confirmation dose response (AID 588689); Dengue-2 NS5 methyltransferase capping enzyme assay, biochemical; higher % means a stronger effect; one-dose inhibition, % at 25 µM; IC50 in µM for titrated hits; 340,000 compounds, 0.3% hits; in the data active means a potency from the dose series; inconclusive means inhibition above about 29% without an active follow-up result
AID2073: inhibitors of Mint1-CaV2.2 protein interaction, biochemical, HTRF (AID 2073); one-dose inhibition, % at 20 µM; IC50 in µM for titrated hits; HTRF protein-protein interaction, Mint1-CaV2.2; higher % means a stronger effect; 290,000 compounds, 0.19% hits; in the data active means inhibition mostly above about 51%, no sharp cut-off; inconclusive means no clear call, values can overlap the other calls; inactive means mostly below about 53%; further: some results filed as inactive read as strong as hits
NTR1 agonist cell count 20 µM: second read-out of NTR1 agonist, no call of its own (marks repeat the call); cell count; measured here: cell count, cytotoxicity flag
NS5 inhibitors pilot replicate: second read-out of NS5 inhibitors, no call of its own (marks repeat the call); inhibition, %; measured here: pilot screen replicate inhibition
Numbers without * were called inactive; u = inconclusive; x = not tested or not shown; [ ] = remark or other dose.

SMILES | RSV CPE inhibition | SV40 large T antigen | West Nile virus CPE | K1F lysis inhibition | Rac1 GTP hydrolysis | Siah-1 displacement | NTR1 agonist | NTR1 agonist cell count 20 µM | NS5 inhibitors | AID2073 | others
CC(=O)c1ccc(N2CCN(c3ncc(C(F)(F)F)cc3Cl)CC2)cc1 | 4.6% | 3% | -0.3% | 0.8% | 10% | 2% | 5.6 | 48 | 0% | 13%
COc1ccc(S(=O)(=O)NCCCCNS(=O)(=O)c2ccc(OC)cc2)cc1 | 0.4% | -1% | -0.1% | 0.3% | 2% | 4% | -1.4 | 66 | -9% | -9%
CC(OC(=O)CC1CCCCC1)C(=O)Nc1cccc(C#N)c1 (stereo not drawn) | 0.7% | 12% | x | 0.6%[50 µM] | 1% | x | -1.4 | 50 | 1% | x
CC1=NN(c2ccccc2)C(=O)/C1=C\c1cn(-c2ccccc2)nc1C | 0.8% | 10% | -1.0% | 0.1% | 4% | -5% | 6.7 | 65 | 4% | 9%
O=C(NCCCN1CCCC1=O)c1cc(COc2ccc(F)cc2F)on1 | 0.2% | 34% | -0.1% | 0.5% | 7% | 5% | -1.2 | 54 | -11% | 9%
CC(C)Oc1cccc(C(=O)C2CCCN(Cc3ccc4nonc4c3)C2)c1 (stereo not drawn) | 17% | 4% | -1.0% | -0.3% | 0% | -4% | -0.8 | 52 | 1% | 5%
Cc1cccc(NS(=O)(=O)c2ccc(C(=O)N3CCN(c4ccccc4O)CC3)cc2)c1C | 15% | 4% | 0.9% | -0.4%[50 µM] | 9% | -3% | 11 | 72 | -3% | 10%
O=C1C2C(c3cccc(/C=C/c4ccccc4)c3)CC=CC2C(c2ccc3ccccc3c2)N1Cc1ccccc1 (stereo not drawn) | 6.5% | 11% | 1.6% | 0.9% | 11% | 16% | 0.2 | 50 | -4% | 23%
Cc1cccc(OCC(O)CNC(=O)c2ccccc2C(=O)O)c1 (stereo not drawn) | 0.1% | x | 0.3% | 2.1% | 4% | x | -4.2 | 93 | -10% | x
COc1ccc(Cl)cc1NC(=O)CSc1nnc(-c2ccco2)o1 | 1.3% | 8% | -0.1% | 0.8%[50 µM] | 5% | -2% | -0.5 | 48 | 3% | -1%
C/C(=N\NC(=O)c1n[nH]c2c1CCC2)c1cccs1 | 1.5% | 6% | -0.3% | -0.1% | 10% | 2% | 0.4 | 45 | 2% | 18%
Nc1c(Cl)ncnc1N/N=C/c1ccccn1 | -1.2% | 1% | u | x | x | -3% | x | x | x | 4%
COCC(C)NC(=O)c1cccc([N+](=O)[O-])c1 (stereo not drawn) | -0.5% | 68% | 0.3% | -0.4% | 5% | -2% | 5.2 | 21 | x | 9%
COc1ccc(NC(=O)CC2C(=O)N(c3ccc(OC)cc3)C(=S)N2NC(=O)c2cccc(F)c2)cc1 (stereo not drawn) | 0.5% | 9% | -0.3% | 1.9% | 4% | -6% | 1.1 | 66 | -3% | -6%
Cc1ccc(NC(=O)C2(S(=O)(=O)c3ccc(Cl)cc3)CC2)cc1 | 2.0% | 1% | -1.1% | 2.1% | -10% | 4% | 0.7 | 56 | -5% | -1%

Overlap with the part before: 2 entries, followed by the next part.
SMILES | RSV CPE inhibition | SV40 large T antigen | West Nile virus CPE | K1F lysis inhibition | Rac1 GTP hydrolysis | Siah-1 displacement | NTR1 agonist | NTR1 agonist cell count 20 µM | NS5 inhibitors | AID2073 | others
COc1ccc(NC(=O)CC2C(=O)N(c3ccc(OC)cc3)C(=S)N2NC(=O)c2cccc(F)c2)cc1 (stereo not drawn) | 0.5% | 9% | -0.3% | 1.9% | 4% | -6% | 1.1 | 66 | -3% | -6%
Cc1ccc(NC(=O)C2(S(=O)(=O)c3ccc(Cl)cc3)CC2)cc1 | 2.0% | 1% | -1.1% | 2.1% | -10% | 4% | 0.7 | 56 | -5% | -1%
Cc1csc2nc(COC(=O)c3ccc(Cl)c([N+](=O)[O-])c3)cc(=O)n12 | 0.3% | x | x | 9.5% | 12% | x | 22 | 43 | -7% | x
CN1C(=O)C(O)(CC(=O)c2ccc(F)cc2)c2cc(Br)ccc21 (stereo not drawn) | 2.4% | 2% | 2.1% | u | 1% | -3% | 3.4 | 46 | 2% | 4%
COc1ccccc1NS(=O)(=O)c1ccc(N2CCOCC2)c(NC(=O)c2ccco2)c1 | 1.5% | 5% | -1.5% | -0.3% | -3% | 2% | -0.4 | 49 | -11% | 14%
CC(/C=C/c1ccccc1)=N\NC(N)=S | 0.9% | 5% | -0.1% | 1.2% | 8% | -2% | 5.7 | 73 | -2% | -8%
O=C1NC(=O)/C(=C\c2ccc(Sc3ccc(Cl)cc3)o2)N1 | 0.7% | 4% | -0.4% | 0.1% | 13% | -2% | 0.4 | 68 | -2% | 4%
CCOC(=O)N1CCN(C(=O)C2CCCN(S(C)(=O)=O)C2)CC1 (stereo not drawn) | 0.5% | 0% | 0.0% | 2.1% | 0% | -1% | -1.2 | 40 | -4% | 4%
CCN(CC(=O)Nc1cc(Cl)ccc1C)C(=O)c1ccc2c(c1)NC(=O)C(C)S2 (stereo not drawn) | -0.1% | 17% | x | -1.1% | 2% | x | -0.6 | 52 | -4% | x
COc1ccc(S(=O)(=O)N(C)CC(=O)NCc2ccccc2)cc1OC | 2.1% | 2% | -0.9% | 0.2% | 9% | -4% | 1.4 | 85 | -3% | 6%
O=C(Cn1cnc2c(nnn2Cc2ccccc2)c1=O)Nc1ccc2c(c1)OCCO2 | 2.1% | 61% | 0.2% | 0.1% | 3% | -2% | 0.5 | 105 | -5% | u
COC(=O)Nc1nc2ccc(C(=O)c3cccs3)cc2[nH]1 | 1.0% | 0% | -0.5% | 3.5% | 6% | x | 0.4 | 70 | 0% | x
CN(C)CC1CCCCC1OC(=O)/C=C/c1ccccc1 (stereo not drawn) | -0.5% | 12% | -0.2% | 0.0% | 6% | 2% | -1.0 | 47 | -5% | -4%
CC(=O)N1c2ccc(S(=O)(=O)NCCC(=O)N3CCCC(C)C3)cc2CC1C (stereo not drawn) | 1.3% | 24% | 0.1% | 2.0% | 5% | 9% | -1.0 | 55 | 8% | 13%
O=C(c1ccncc1)N1CCN(S(=O)(=O)c2cccc([N+](=O)[O-])c2)CC1 | -0.6% | 9% | x | 1.3%[50 µM] | 4% | x | -0.4 | 57 | -8% | x
CCCOc1ccc(NC(=O)C2CC(=O)N(C(C)C)C2)cc1 (stereo not drawn) | 4.1% | -5% | -0.2% | 0.9% | 10% | 4% | 0.7 | 82 | -2% | 4%
COc1cccc(-c2cccc(NC(=O)C3CCN(Cc4nccs4)CC3)c2)c1 | 0.2% | 10% | -0.1% | 0.1% | 9% | 2% | -0.2 | 67 | 1% | 11%
O=C(O)C(Cc1cn[nH]n1)=NO | 1.3% | 5% | -0.5% | 0.1% | 5% | 0% | -0.2 | 63 | -4% | 16%
CCOc1ccc(N(CC(=O)NCc2ccccc2)S(C)(=O)=O)cc1 | 1.2% | -4% | 0.5% | 0.1% | 12% | 3% | -0.9 | 28 | -2% | 0%
O=C(COC(=O)C1CCN(S(=O)(=O)c2ccc3c(c2)OCCO3)CC1)Nc1ccc(C(F)(F)F)cc1 | 0.7% | 18% | -0.6% | -5.9% | -11% | -4% | -1.6 | 52 | -4% | 16%
Cc1cc2[nH]c(=O)c(=O)[nH]c2cc1S(=O)(=O)N(C)C1CCCCC1 | 1.8% | x | u | 3.8% | 7% | 1% | -1.6 | 71 | 0% | 14%
Cn1c(=O)c2cc(S(=O)(=O)NC(C(=O)Nc3cccc(F)c3)c3ccccc3)ccc2n(C)c1=O (stereo not drawn) | 4.9% | 1% | x | -0.6% | -2% | -6% | 3.8 | 63 | -6% | 1%
Cn1cc(S(=O)(=O)N2CCCC2)cc1C(=O)NCc1ccccc1Cl | 0.8% | 1% | -0.6% | 5.3% | 2% | 9% | -1.3 | 85 | -3% | 2%
O=C(Nc1ccccc1N1CCOCC1)C1=NN(c2c(F)c(F)cc(F)c2F)C(=O)CC1 | 1.5% | x | x | 0.5%[50 µM] | 4% | x | 2.9 | 96 | -1% | x
CCc1ccc(NC(=O)CSc2nc3n[nH]c(C)c3c(=N)n2-c2cccc(OC)c2)cc1 | u | 14% | 1.2% | 7.6% | 11% | -8% | 8.1 | 60 | -3% | 40%
COc1ccccc1N(C)S(=O)(=O)c1ccc(C)c(C(=O)N2CCCCCC2)c1 | x | x | x | 0.8%[50 µM] | 6% | x | 1.0 | 52 | 0% | x
Cc1ccc2nc(-c3cccnc3)cc(C(=O)Nc3ccccc3[N+](=O)[O-])c2c1 | 0.6% | 0% | -0.4% | 2.4%[50 µM] | -1% | -4% | 10 | 65 | 1% | 11%
CCN1C(=O)[C@H]2[C@@H](c3ccc(OC)cc3)N3C(=O)CN(Cc4ccccc4)C(=O)[C@@]3(C)[C@H]2C1=O | -0.5% | 14% | -1.3% | 2.4% | 10% | 2% | 1.6 | 103 | -7% | 10%
Cc1cc(C(=O)N2CCCC(N3CCN(c4ccc(F)cc4)CC3)C2)no1 (stereo not drawn) | 3.2% | 7% | -0.5% | 0.1% | 8% | 3% | -1.2 | 66 | 6% | 2%
Cc1ccc(NC(=O)CCNS(=O)(=O)c2ccc3c(c2)CCC(=O)N3)cc1 | 1.4% | 10% | 0.4% | 0.2% | -5% | -2% | 0.0 | 66 | -7% | 1%
CC(C)CN1C(=O)NC2(CCCc3ccccc32)C1=O (stereo not drawn) | 0.7% | 25% | 0.5% | 0.1% | 6% | 7% | -1.2 | 46 | -5% | 8%
Cc1ccc(C(C)C)c(OCC(=O)Nc2ccc(N3CCOCC3)cc2N2CCOCC2)c1 | x | x | x | 2.5%[50 µM] | 2% | x | 8.1 | 60 | -3% | x
CCOc1cc2nc3c4ccccc4n(C)c3nc2cc1OCC | 3.5% | 6% | -0.8% | -1.3% | 3% | -2% | 4.0 | 92 | x | 6%
N=C(N)SCc1cn(-c2ccccc2)nc1-c1ccc(Br)cc1 | x | 11% | -1.9% | -0.8% | 7% | 1% | x | x | 1% | 16%
CC(=O)c1ccc(N2CCN(C(=O)c3ccc(S(=O)(=O)NCc4ccco4)cc3)CC2)cc1 | x | x | x | 3.0% | -2% | x | 6.4 | 40 | 0% | x
COc1ccc(S(=O)(=O)N2CCOC2CNC(=O)C(=O)NCc2ccncc2)cc1C (stereo not drawn) | 0.1% | 0% | -0.8% | -0.5%[50 µM] | 0% | -5% | 0.6 | 55 | -5% | 21%
Cc1cccc(S(=O)(=O)c2c(N)n(/N=C/c3ccccc3)c3nc4ccccc4nc23)c1 | 9.1% | 1% | 0.4% | 0.7% | 3% | 1% | 4.2 | 55 | -1% | 10% | NS5 inhibitors pilot replicate=-0.5
